Glioma ERSR ind – inducers of ER stress response in human glioma cells; U87-MG GRP78 promoter luciferase reporter, 16 h; 0.02% of 420,000 active; Potency, µM, inactives show top-dose activation, actives largely listed as activators; also: potency is read from the fitted curve at half-maximal effect; series mostly up to about 76 µM; % of control where 0% means no effect; nearly all actives have a fitted effect of over 35% in size
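ERSR induction read as luciferase luminescence (Bright-Glo, 10 min at room temperature) in stably transfected human U87-MG glioma cells exposed to compounds for 16 h, using GRP78 as sensor.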
RGS4 inh – inhibitors of human regulator of G protein signaling 4. P49798. Transcreener GDP fluorescence polarization, RGS4-accelerated GTP hydrolysis. Potency, µM (top dose mostly 114 µM), for the others: at the highest dose activity change, negative = inhibition, usual class: inhibitors. 0.039% of 390,000 active. AID 504845; also: potency is read from the fitted curve at half-maximal effect; % is scaled to controls: 0 for no effect and ±100 for the full control effect; nearly all actives have a fitted effect of over 75% in size; some results filed as inactive show a strong effect at the top dose
Target sequence (P49798 whole entry, looked up): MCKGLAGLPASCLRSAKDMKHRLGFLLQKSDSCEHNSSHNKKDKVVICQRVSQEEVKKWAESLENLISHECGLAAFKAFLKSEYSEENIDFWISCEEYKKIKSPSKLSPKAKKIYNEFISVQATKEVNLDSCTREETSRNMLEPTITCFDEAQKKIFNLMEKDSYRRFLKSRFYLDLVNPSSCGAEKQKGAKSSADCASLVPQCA
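MLSMR compounds (23 nl, pin-transferred) preincubated 10 min at room temperature with a 500nM (2x) first reagent, then RGS4 at 900nM (2x) plus Transcreener GDP mix added; fluorescence polarization (620/688 nm) read before and after 90 min at 30 °C.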
LDHA block – LDHA (human) enzyme inhibition; 0.15% of 480,000 active; P00338; AID 1347041; purified LDHA, NADH/diaphorase-resazurin fluorescence; hits give low values; activity change, % (values are at about 110 or 230 µM); in the data active = activity change below about -30%; inconclusive = mostly about -25% to -30%;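 also: plate controls were DMSO wells for no effect and wells without enzyme for full effect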
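Remaining NADH was detected by diaphorase (0.133 mg/mL) converting 37 µM resazurin to fluorescent resorufin, read at 0 and 20 minutes. The preceding 5-minute room-temperature reaction used 2 nM LDHA, 0.2 mM sodium pyruvate and 0.06 mM NADH at pH 7.4.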
D2 ag – D2 dopamine receptor (human) agonism. 0.53% of 340,000 active. HEK293 T-REx D2 cells, calcium flux agonist mode. P14416. AID 485358. activation, % at 2 µM;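 active = activation over 3 SD above normal in the single-dose calcium agonist read, cut at about 30% in these data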; also: 0% is about no effect
Target sequence (P14416 whole entry, looked up): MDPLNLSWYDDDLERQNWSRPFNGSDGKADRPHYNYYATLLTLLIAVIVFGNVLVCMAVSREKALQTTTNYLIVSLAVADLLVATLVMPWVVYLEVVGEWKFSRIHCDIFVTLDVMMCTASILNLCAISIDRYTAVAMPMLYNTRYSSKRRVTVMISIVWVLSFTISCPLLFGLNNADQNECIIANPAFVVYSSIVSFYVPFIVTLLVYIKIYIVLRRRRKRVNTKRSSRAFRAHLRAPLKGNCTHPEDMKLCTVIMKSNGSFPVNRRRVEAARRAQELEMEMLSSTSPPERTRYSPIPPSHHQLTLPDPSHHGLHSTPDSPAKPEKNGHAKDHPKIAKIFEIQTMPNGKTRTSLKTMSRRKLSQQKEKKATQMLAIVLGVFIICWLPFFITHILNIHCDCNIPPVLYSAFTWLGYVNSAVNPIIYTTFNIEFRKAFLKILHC
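In this primary screen, compounds producing a positive calcium signal within 180 s of addition to tetracycline-induced, force-coupled HEK293 Trex D2 cells are flagged; cells are dye-loaded with a no-wash calcium kit beforehand.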
12-LOX inh – inhibitors of human 12S-lipoxygenase ALOX12; AID 1671190; Potency, µM (highest dose often 108 µM), for the others: top-dose activity change, negative = inhibition, most hits filed as inhibitors; 1.1% of 580,000 active; P18054; purified 12hLO, xylenol orange hydroperoxide absorbance; also: potency is read from the fitted curve at half-maximal effect; % is scaled to controls: 0 for no effect and ±100 for the full control effect
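Purified human 12hLO (150 nM final) in 25 mM Hepes, 0.01% Triton X-100, pH 7.0 was preincubated 15 min at room temperature with compound. Then 40 uM arachidonic acid was added, 30 min. Hydroperoxide was read by Fe-XO absorbance ratio 573/405 nm.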
ERG Ets-DNA blk – blocks human ERG Ets domain binding to DNA | P11308 | fluorescence polarization, His-ERG Ets domain / labelled DNA | Potency, µM (series often up to 76.9 µM), for the others: at the top dose FP activity, negative = inhibition, actives largely listed as inhibitors | 0.028% of 370,000 active | AID 624246; active = well fitted inhibition curve with a large enough effect in the polarisation, with a control signal flat; inconclusive = small, poorly fitted or top-dose-only effect, or effect the other way, or a change in a side signal; inactive = no such curve, though single readings can be large or run the other way; the % refers to the polarisation;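 also: polarization taken with two DNA probes labelled with fluorescein and Texas red; potency is read from the fitted curve at half-maximal effect; % of control where 0% means no effect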
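His-tagged ERG Ets domain (1 uM in the protein solution; 300mM KCl, 50mM Tris-HCl, 1mM EDTA, 1mM DTT, pH 7.5) received compound, then a probe mix of 5 nM fluorescein-DNA and 100nM Texas-615-DNA. Fluorescence polarization was read for both dyes.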
D2 antagonist – antagonizes the human D2 dopamine receptor; P14416; inhibition, % at 10 µM; 2% of 340,000 active; HEK293 TREx D2 cells, calcium flux, dopamine EC80; in the data active = inhibition above about 30%; also: 0% is about no effect
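HEK293 T-REx D2 cells, tet-induced, calcium dye no-wash. Cpd pintool add, 180 s kinetic, then EC80 DA, 180 s kinetic. Ca flux read.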
Vif-A3F inh – inhibitors of Vif-A3F interaction. 0.2% of 390,000 active. HeLa A3F-eYFP + Vif (tagged APOBEC3F with the HIV-1 protein that degrades it), YFP fluorescence increase. AID 602313. Potency, µM (highest dose often 46.1 µM), without a hit: at the highest dose activity, negative = active; also: potency is read from the fitted curve at half-maximal effect; % of control where 0% means no effect; nearly all actives have a fitted effect of over 65% in size
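HeLa cells stably expressing Vif plus C-terminally eYFP-tagged A3F were seeded, incubated overnight at 37 deg C, dosed with compound, incubated overnight again at 37 deg C. Yellow fluorescence (Ex 488/Em 500-530) reported blocked Vif-mediated A3F-eYFP degradation.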
Vif-A3G inh – Vif-A3G binding inhibition | Q9HC16 | HeLa A3G-eYFP + Vif (tagged APOBEC3G with the HIV-1 protein that degrades it), YFP fluorescence, overnight | Potency, µM (titrated, usually from 46.1 µM), without a hit: top-dose activity, negative = active, usual class: inhibitors | 0.076% of 410,000 active;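 also: potency is read from the fitted curve at half-maximal effect; % is scaled to controls: 0 for no effect and ±100 for the full control effect; nearly all actives have a fitted effect of over 60% in size; hits raise eYFP signal because A3G escapes Vif-driven loss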
Target sequence (Q9HC16 whole entry, looked up): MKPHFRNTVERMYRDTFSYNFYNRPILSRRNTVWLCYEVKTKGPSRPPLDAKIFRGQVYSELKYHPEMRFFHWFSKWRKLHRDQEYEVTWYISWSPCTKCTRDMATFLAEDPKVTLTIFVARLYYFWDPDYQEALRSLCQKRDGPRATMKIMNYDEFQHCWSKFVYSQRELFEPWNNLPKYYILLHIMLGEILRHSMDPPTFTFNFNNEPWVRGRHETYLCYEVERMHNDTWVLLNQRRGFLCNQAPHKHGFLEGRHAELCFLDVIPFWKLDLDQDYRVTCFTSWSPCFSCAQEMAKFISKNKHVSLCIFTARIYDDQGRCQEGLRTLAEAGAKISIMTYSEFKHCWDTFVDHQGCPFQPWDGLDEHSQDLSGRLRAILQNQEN
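HeLa cells stably expressing Vif and C-terminally eYFP-tagged A3G, seeded overnight at 37 deg C, then exposed to compound by pintool overnight at 37 deg C. Rise in yellow fluorescence (Ex 488/Em 500-530, Acumen) marks blocked Vif-driven A3G degradation.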
* marks the source's active call; other numbers are inactive results; ? = inconclusive; / = not tested or not shown; & = joins results of further samples; ! = not active in a repeat; [ ] = remark or other dose. Unless noted, calls follow the shape of the dose curve; as a rule, active = well fitted curve in the direction sought with a large enough effect; inconclusive = small, poorly fitted or top-dose-only effect, or another doubt; inactive = no such curve, though single readings can be large; an effect the other way counts as inactive or inconclusive. A portion of the library; rates above refer to the full screens.

The opening 3 entries (preview)
SMILES	Vif-A3F inh	ERG Ets-DNA blk	RGS4 inh	Vif-A3G inh	LDHA block	D2 ag	D2 antagonist	Glioma ERSR ind	12-LOX inh
Cc1c(C(=O)N2CCCC2)sc(NC(=O)c2ccc(Cl)cc2)c1C#N	5%	5%	-9%	5%	-6	0.1	91*	-2%	39%[activator]
Cc1ccc(CCNC(=O)c2cc(-c3ccc(Cl)cc3)n[nH]2)cc1	2%	0%	-21%	-1%	3	3.3	/	-4%	-9%
COc1ccc(Cc2nnc(NC(=O)c3cccs3)s2)cc1OC	-8%	-6%	3%	-10%	-3	0.8	-4	-4%	6%

All compounds of this part (from the top)
SMILES	Vif-A3F inh	ERG Ets-DNA blk	RGS4 inh	Vif-A3G inh	LDHA block	D2 ag	D2 antagonist	Glioma ERSR ind	12-LOX inh
Cc1c(C(=O)N2CCCC2)sc(NC(=O)c2ccc(Cl)cc2)c1C#N	5%	5%	-9%	5%	-6	0.1	91*	-2%	39%[activator]
Cc1ccc(CCNC(=O)c2cc(-c3ccc(Cl)cc3)n[nH]2)cc1	2%	0%	-21%	-1%	3	3.3	/	-4%	-9%
COc1ccc(Cc2nnc(NC(=O)c3cccs3)s2)cc1OC	-8%	-6%	3%	-10%	-3	0.8	-4	-4%	6%
CCCCOc1ccc(N(CC(=O)NC2CCCC2)C(=O)CCC(=O)Nc2ccccn2)cc1	-2%	7%	-18%[11.4 µM]	1%	-3	-1.0	11	-8%	64%[activator]
C/C(=N/NC(=O)c1ccc(C)s1)c1ccncc1	1%	11%	19%	-5%	-3	-0.7	-10	7%	38%[activator]
Cc1ccccc1C(=O)Nc1c(C(=O)N2CCN(C)CC2)cnn1-c1ccccc1	-14%	16%	-3%	0%	-5	/	/	-4%	13%
COc1ccc(OC)c(NC(=O)CCN2CCN(Cc3ccccc3)CC2)c1	-6%	4%	-13%	-1%	6	36*	23	-6%	?
COc1cc(OC)c(OC)cc1/C=N/Nc1ncnc2c1[nH]c1ccc(C)cc12	4%	-5%	-26%	0%	-3	0.0	3	-3%	1%
CS(=O)(=O)c1ccc2nnn(OCC(=O)Nc3ccc(Br)cc3Br)c2c1	?	15%	-20%	-8%	1	/	/	0%	-21%
Cc1ccc(C)c2sc(NC(=O)c3ccc(S(=O)(=O)N4CCC(C)CC4)cc3)nc12	11%	1%	-14%	0%	3	1.3	/	-7%	-16%
O=C(O)CC(CC(=O)Nc1ccc(C(=O)O)cc1)c1ccccc1 (centres undefined)	3%	-6%	7%	1%	-2	0.0	-1	-6%	-10%
O=C(N=C1SC2CS(=O)(=O)CC2N1c1ccc(Br)cc1Cl)C1CC1 (centres undefined)	2%	-15%	-6%	0%	-2	-0.7	-2	-2%	0%
Cc1ccccc1NC(=S)NCCc1ccccn1	3%	-2%	65%[activator]	0%	2	0.0	-4	-2%	-4%
COc1ccc2oc(C(=O)OCC(=O)Nc3ccccc3OC)c(C)c2c1	-18%	26%	-11%	-8%	-2	0.3	0	-6%	/
Cc1cc(C)nc(NC2=NCC(=O)N2c2ccccc2)n1	-4%	-5%	-3%	0%	-6	0.7	9	-3%	0%[57.4 µM]
Cc1cccc(-c2cc(=O)c(C(=O)O)cn2-c2ccc(F)cc2F)c1	0%	12%	15%	2%	-1	0.5	12	-3%	?
NC(=O)C1Cc2ccccc2CN1C(=O)c1cc(C2CC2)nn1-c1ccccc1 (centres undefined)	-7%	1%	7%	0%	-2	/	/	-2%	0%
Cc1[nH]c(C)c(S(=O)(=O)Nc2ccc(F)cc2Cl)c1C(=O)N1CCCC1	3%	-7%	2%[56.9 µM]	8%	-2	/	/	-5%	-20%
Cc1ccc(CCNC(=O)C2CCCN(S(=O)(=O)c3cnc[nH]3)C2)cc1 (centres undefined)	-17%	1%	2%	2%	-3	-0.2	-29	0%	-12%
CC(C)N1C(=O)C(O)(C2COC(C)(C)CC2=O)c2ccccc21 (centres undefined)	-16%	5%	3%	0%	-1	0.1	-3	0%	?
CCOc1cc(C(=O)Nc2cc3c(cc2N2CCCC2)n(C)c(=O)c(=O)n3C)cc(OCC)c1OCC	-5%	-3%	15%	-1%	19	0.2	/	-1%	-2%
COc1ccc(OC)c(NC(=O)C2CCN(S(C)(=O)=O)CC2)c1	-13%	/	3%	1%	5	0.1	5	-3%	1%
CCOC(=O)C1CCCN(C(=O)c2ccc(Cl)c(S(=O)(=O)N3CCCCC3)c2)C1 (centres undefined)	3%	-1%	-13%	2%	-18	0.3	-31	-4%	-4%
COc1ccc(CN2C(=O)NC3(CCOc4ccccc43)C2=O)cc1F (centres undefined)	-5%	-1%	20%	0%	-9	0.7	-9	-2%	-6%
CCOc1ccccc1C1CC(=O)Nc2cc3c(cc21)OCCO3 (centres undefined)	-1%	6%	29%	?	-2	0.4	-3	-7%	-14%
Cc1cnc(C(=O)OCC(=O)N2c3ccccc3CC2C)cn1 (centres undefined)	-2%	7%	-5%	0%	-4	2.0	-22	0%	-2%
O=C(O)CCC(=O)Nc1sc2c(c1C(=O)Nc1ccccc1)CCCCC2	1%&0%	6%&2%	?	1%&-3%	-1&0	-0.3&0.0	-1	2%&1%	14µM*!
CCN(CC)C(=O)Cn1cc(S(=O)(=O)CC(=O)Nc2cccc(NC(C)=O)c2)c2ccccc21	-3%	/	/	2%	4	/	/	0%	5%
C=CCNC(=O)C(=O)N/N=C/c1ccco1	-5%	-1%	-6%	0%	-2	0.8	0	2%	-15%
CCN(C(=O)CSc1nnc(SC)s1)c1c(N)n(Cc2ccccc2)c(=O)[nH]c1=O	-8%	3%	-11%	-9%	1	0.3	-12	-4%	-19%
OC[C@@H]1CN(Cc2ccc(-c3ccccc3)cc2)C[C@H](n2cnc3c(NCc4ccco4)ncnc32)O1	/	/	/	-2%	-4	/	/	-5%	-23%
COC(=O)CCCN=C1SCCN1Cc1ccccc1	-2%	4%	-25%	2%	-7	/	/	-1%	3%
COc1ccc(CCN2C(=O)/C(=C\c3ccco3)SC2=S)cc1OC	-10%	26%	-10%	1%	3	4.4	23	-4%	?
COc1cc(/C=C/CO)ccc1O[C@@H]1O[C@H](CO)[C@@H](O)[C@H](O)[C@H]1O	2%	2%	-4%	2%	4	/	/	-2%	-2%
O=C(NCCCn1ccnc1)c1cc(S(=O)(=O)N2CCOCC2)c(Cl)cc1Cl	6%	2%	23%	0%	-6	-0.1	1	0%	67%[activator][57.4 µM]
COc1ccc2cc3cc(C(=O)NCc4cccs4)oc3nc2c1	4%	-4%	10%[11.4 µM]	-1%	-8	-1.4	-8	1%	0%
O=C(NN1CCOCC1)c1ccccc1Br	8%	1%	-15%	3%	0	0.6	11	-2%	-1%
O=C(CN1C(=O)c2cccnc2C1=O)c1ccccc1	-5%	-12%	-19%	-5%	-5	0.1	-12	0%	0%
Cc1ccc(S(=O)(=O)N(CC(=O)Nc2ccccc2C(=O)O)c2ccccc2)cc1	5%	2%	23%	-4%	-5	0.0	-13	-1%	-12%
CCOC(=O)C(NC(=O)CC)(Nc1ccccc1OC)C(F)(F)F (centres undefined)	-8%	2%	10%	2%	4	-0.3	6	-7%	9%
CNc1ccc(Br)cc(C(=O)/C=C/c2ccc(OC)cc2OC)c1=O	?	9%	?	?	36	1.2	-8	8%	?
O=C(Cc1ccc(F)cc1)NCCc1cnc[nH]1	6%	-6%	-3%	1%	-1	0.5	21	0%	0%
O=C(N/N=C/c1ccc(F)cc1)c1ccc(-n2cnnn2)cc1	7%	14%	-7%	4%	-1	0.3	-4	3%	17%
CCOC(=O)c1cccc(NC(=O)c2cc3c(=O)n(C)c4ccccc4c3n2C)c1	-19%	3%	1%	-4%	3	-0.1	/	-2%	0%
CNC(=O)CN(c1ccc2c(c1)OCCO2)S(C)(=O)=O	2%	0%	-2%	0%	-9	0.6	2	-6%	3%
O=C(CSc1ccccc1)Nc1nnc(/C=C/c2ccccc2)s1	0%	16%	9%	0%	-10	-0.1	5	-1%	-4%
CCOc1ccc(NC(=O)c2cc(Cl)nc3ccccc23)cc1	4%	-2%	2%	-20%	-11	-1.0	6	-5%	11%
OC[C@@H](O)[C@H](O)C(/C=N/Nc1ccccc1)=N\Nc1ccccc1	6%	-3%	-25%	-14%	-1	-0.7	-4	1%	?
Cc1cc(C)c(NC(=O)/C(=C/c2ccco2)c2ccccc2)c(C)c1	/	1%	-38%	2%	-8	-0.1	-18	-5%	?
CCCC(O)c1nc2ccccc2n1CCCCOc1ccc(OC)cc1 (centres undefined)	2%	0%	32%	3%	-8	/	/	-2%	-5%
Cc1onc(-c2ccccc2)c1C(=O)Nc1ccc(S(=O)(=O)N2CCCCC2)cc1	-1%	-9%	2%	0%	-1	0.6	-2	-1%	-9%
Cc1cc(C(=O)Nc2cccc3ccccc23)co1	-7%	6%	-43%	1%	1	-0.3	6	4%	172%[activator]
CCOc1ccccc1NC(=O)C(OC(=O)c1ccc(CC)cc1)c1ccccc1 (centres undefined)	2%	-2%	-16%	-10%	3	2.0	-8	-3%	-2%

Screening results (PubChem BioAssay)
